High-throughput results (PubChem)
FLuc counter = counter-screen for miR-21 project: firefly luciferase inhibitors or activators; Potency, µM (top dose mostly 57.5 µM), for inactives: at the highest dose activity change, negative = inhibition, usual class: inhibitors; actives 6.9% (n = 360,000); P08659; purified FLuc, Km substrates, luminescence inhibition;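 also: potency is read from the fitted curve at half-maximal effect; plate controls were vehicle for no effect and reference inhibitor for full effect; nearly all actives have a fitted effect of over 55% in size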
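Purified P. pyralis luciferase, 10 nM final, with Km-level 10 uM D-luciferin and 10 uM ATP in 50 mM Tris acetate pH 7.5, 10 mM Mg acetate, 0.01% Tween-20, 0.05% BSA; 6-point qHTS titration about 60 µM downward; luminescence read.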
PKM2 activator = activators of human pyruvate kinase M2; AID 1631; Potency, µM (top dose mostly 57.5 µM), for the others: top-dose activation, usual class: activators; purified PKM2, Kinase-Glo ATP luminescence, activation; response scale: 0% is enzyme alone, no compound; P14618; actives 0.34% (n = 260,000); also: potency is read from the fitted curve at half-maximal effect; % is scaled to controls: 0 for no effect and ±100 for the full control effect; nearly all actives have a fitted effect of over 55% in size
Target sequence (P14618 whole entry, looked up): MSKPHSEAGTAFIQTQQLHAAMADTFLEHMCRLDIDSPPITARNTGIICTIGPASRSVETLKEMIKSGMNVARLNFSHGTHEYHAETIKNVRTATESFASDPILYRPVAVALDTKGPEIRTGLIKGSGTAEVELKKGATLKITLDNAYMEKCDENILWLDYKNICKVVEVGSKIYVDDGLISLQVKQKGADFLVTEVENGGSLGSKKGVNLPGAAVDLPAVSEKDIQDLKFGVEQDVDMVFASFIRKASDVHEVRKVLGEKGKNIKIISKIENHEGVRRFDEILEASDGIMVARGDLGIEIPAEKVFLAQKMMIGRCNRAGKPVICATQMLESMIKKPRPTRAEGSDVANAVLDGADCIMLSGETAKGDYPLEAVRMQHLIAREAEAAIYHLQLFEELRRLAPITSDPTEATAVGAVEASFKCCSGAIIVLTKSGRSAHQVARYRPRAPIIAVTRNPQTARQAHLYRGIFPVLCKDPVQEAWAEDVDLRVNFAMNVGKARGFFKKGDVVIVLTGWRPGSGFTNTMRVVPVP
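hPK-M2, >95% pure; 0.1 mM ADP / 0.5 mM PEP final; imidazole pH7.2 buffer w/ 7 mM MgCl2, 50 mM KCl; 1 h RT; Kinase-Glo lum. Intermediate enzyme activity for dual inhibitor/activator qHTS.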
ELG1 repair inh = blocks ELG1-dependent DNA repair in HEK293T cells | actives 2.3% (n = 330,000) | Potency, µM (top dose mostly 46.1 µM), for inactives: top-dose activity change, negative = inhibition, hits mostly inhibitors | HEK293T ELG1-luciferase reporter, luminescence, 16 h; DNA damage induced by 5-fluorouridine; also: potency is read from the fitted curve at half-maximal effect; % is scaled to controls: 0 for no effect and ±100 for the full control effect; nearly all actives have a fitted effect of over 55% in size
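Luminescence from the luciferase reporter, measured 30 min after ONE-Glo reagent at room temperature, was the read-out. Beforehand, 2,000 cells per well were exposed for 16 hr at 37 °C to 5-fluorouridine together with compound or vehicle.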
NPC1 promoter act = activators of NPC1 promoter; Huh7 NPC1 promoter luciferase reporter, 24 h; Potency, µM (highest dose often 9.22 µM), for inactives: top-dose activation, usual class: activators; actives 2.4% (n = 320,000); AID 485313;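 also: potency is read from the fitted curve at half-maximal effect; % of control where 0% means no effect; nearly all actives have a fitted effect of over 60% in size; reporter is driven by a mutant NPC1 promoter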
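Quantitative HTS used a cell-based reporter: Huh7 cells stably bearing the NPC1 promoter upstream of luciferase were treated with compounds for 24 h, and promoter activation was read as luminescence.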
MBNL1 CUG block = blocks human MBNL1 binding to CUG repeat RNA | Potency, µM (doses to about 57.5 µM), without a hit: at the highest dose activity change, negative = inhibition, hits mostly inhibitors | actives 0.036% (n = 280,000) | Q9NR56 | AID 2675 | TR-FRET MBNL1-His/biotin-(CUG)12 binding, 665/545 ratio; active = well fitted inhibition curve with a large enough effect in the signal ratio, with a control signal flat, not every such curve was filed as active; inconclusive = small, poorly fitted or top-dose-only effect, or effect the other way, or a change in a side signal; inactive = no such curve, though single readings can be large or run the other way; the % refers to the signal ratio; also: potency is read from the fitted curve at half-maximal effect; % is scaled to controls: 0 for no effect and ±100 for the full control effect
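MBNL1-His + Biotin-(CUG)12, cpd titration 92 nM–58 uM; Tb anti-His Ab 0.055 ng/ul, SA-XL665 5 nM (final); 60 min RT; ratiometric 665/545 nm, Ex 340 nm; normalized to buffer and full-complex controls.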
RORg inh = ROR gamma (mouse) transcription inhibition. AID 2551. Potency, µM (titrated, usually from 53.6 µM), for inactives: top-dose activity change, negative = inhibition, usual class: inhibitors. P51450. Drosophila S2 Gal4-RORgamma UAS-luciferase reporter, 20 h. actives 5.4% (n = 310,000); also: potency is read from the fitted curve at half-maximal effect; % is scaled to controls: 0 for no effect and ±100 for the full control effect; nearly all actives have a fitted effect of over 60% in size
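Read-out: Photinus luciferase luminescence; inhibitors lower reporter signal. Insect Schneider cells with Gal4-ROR gamma fusion under metallothionein promoter, UAS reporter; 700 uM final copper sulfate induction, 20 hr, ambient temperature.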
Menin-MLL TR inh = inhibitors of human menin-MLL interaction, mutant MLL peptide. actives 0.23% (n = 270,000). Menin + Texas Red MLL mutant peptide, fluorescence polarization. O00255. Potency, µM (titrated, usually from 61.6 µM), for the others: at the top dose FP activity change, negative = inhibition, usual class: inhibitors; active = well fitted inhibition curve with a large enough effect in the polarisation, with a control signal flat, not every such curve was filed as active; inconclusive = small, poorly fitted or top-dose-only effect, or effect the other way, or a change in a side signal; inactive = no such curve, though single readings can be large or run the other way; the % refers to the polarisation; also: potency is read from the fitted curve at half-maximal effect; % of control where 0% means no effect; many of its hits are not listed in these tables
Target sequence (O00255 whole entry, looked up): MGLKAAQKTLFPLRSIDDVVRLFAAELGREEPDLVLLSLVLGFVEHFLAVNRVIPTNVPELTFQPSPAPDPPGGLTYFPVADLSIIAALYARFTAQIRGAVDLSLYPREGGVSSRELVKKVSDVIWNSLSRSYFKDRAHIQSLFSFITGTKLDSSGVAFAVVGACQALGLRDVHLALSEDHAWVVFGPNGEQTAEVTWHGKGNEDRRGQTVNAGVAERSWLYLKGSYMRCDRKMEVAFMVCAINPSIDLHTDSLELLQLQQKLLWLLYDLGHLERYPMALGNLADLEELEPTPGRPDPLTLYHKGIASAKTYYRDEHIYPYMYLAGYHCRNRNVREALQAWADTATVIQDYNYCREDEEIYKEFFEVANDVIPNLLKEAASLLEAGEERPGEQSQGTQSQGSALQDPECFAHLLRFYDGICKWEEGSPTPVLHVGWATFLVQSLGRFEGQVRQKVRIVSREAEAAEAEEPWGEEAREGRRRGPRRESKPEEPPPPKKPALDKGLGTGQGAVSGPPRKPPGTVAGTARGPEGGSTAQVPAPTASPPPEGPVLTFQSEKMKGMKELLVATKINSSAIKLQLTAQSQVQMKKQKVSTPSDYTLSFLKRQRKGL
Gal4-VP16 FLuc = counter-screen for ROR gamma inhibitors: Gal4-VP16 reporter; Potency, µM (top dose mostly 53.6 µM), for the others: at the highest dose activity, negative = inhibition, hits mostly inhibitors; actives 3.5% (n = 310,000); AID 2546; Drosophila S2 Gal4-VP16 UAS-luciferase, luminescence, 20 h;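 also: Gal4-VP16 expression switched on by copper sulfate through the metallothionein promoter; potency is read from the fitted curve at half-maximal effect; % is scaled to controls: 0 for no effect and ±100 for the full control effect; nearly all actives have a fitted effect of over 50% in size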
Mito fusion act = inhibitors of mitochondrial division or activators of mitochondrial fusion | S. cerevisiae fusion-defective mutant growth rescue, CellTiterGlo 48 h | Potency, µM (doses to about 46.1 µM), for inactives: top-dose growth rescue (activation), actives largely listed as activators | actives 0.23% (n = 320,000);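 also: potency is read from the fitted curve at half-maximal effect; % of control where 0% means no effect; nearly all actives have a fitted effect of over 45% in size; temperature-sensitive fusion mutants such as fzo1-1 at 37 °C on non-fermentable ethanol glycerol medium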
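S. cerevisiae fusion-defective temperature-sensitive mutants (e.g. fzo1-1, mgm1-5) grown 48 h at 37C in YPEG (ethanol/glycerol non-fermentable) medium with 23 nl compound per well; growth rescue read as CellTiterGlo luminescence.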
Rab9 promoter act = Rab9 promoter activation; actives 2.8% (n = 320,000); Potency, µM (top dose mostly 9.22 µM), for inactives: at the highest dose activation, negative = inhibition, usual class: activators; Huh7 Rab9 promoter-luciferase reporter, luminescence, 24 h; also: potency is read from the fitted curve at half-maximal effect; % of control where 0% means no effect; nearly all actives have a fitted effect of over 60% in size
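Using Huh7 cells stably transfected with Rab9 promoter–luciferase, compounds were incubated 24 h at 37 °C, 5% CO2; luciferase luminescence was read 10 min after reagent addition.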
KCNH2 3.1 block = inhibitors of human KCNH2 3.1 potassium channel isoform; actives 0.95% (n = 340,000); U2OS KCNH2 3.1, thallium flux FluxOr; active compounds read low; activity change, % (tested at about 1.8 µM);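 active = maximum activity change below -70%; inconclusive = maximum activity change from -70% to -50%; inactive = maximum activity change above -50%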;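 also: thallium influx rate constant from kinetic fluorescence after stimulation buffer; % is scaled to controls: 0 for no effect and ±100 for the full control effect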
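U2OS cells transduced with KCNH2 3.1 mutant virus (1.77 x 10^8 /mL, 4 h), plated overnight at 37 C, loaded 45 min with FluxOr dye plus Red40 quencher. Thallium flux rate constant from kinetic reads after stimulation buffer, normalised to controls.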
Active calls of the source: *; ? = inconclusive; / = no result given; & = joins results of further samples; [ ] = another dose, or the depositor's remark. Unless noted, calls follow the shape of the dose curve; as a rule, active = well fitted curve in the direction sought with a large enough effect; inconclusive = small, poorly fitted or top-dose-only effect, or another doubt; inactive = no such curve, though single readings can be large; an effect the other way counts as inactive or inconclusive. Not all compounds are listed; the hit share may differ from the screen's.

SMILES | FLuc counter | PKM2 activator | ELG1 repair inh | NPC1 promoter act | MBNL1 CUG block | RORg inh | Menin-MLL TR inh | Gal4-VP16 FLuc | Mito fusion act | Rab9 promoter act | KCNH2 3.1 block
CCOc1ccc(-n2c(O)c(C=Nc3ccc(N(CC)CC)cc3)c(=O)[nH]c2=O)cc1 | ? | -4% | -4% | -1% | 7% | -11% | -10% | 2% | -4% | -1% | -2
O=C(CN1CCOCC1)NCC(=O)Nc1ccc(Br)cc1C(=O)c1ccccc1 | 1% | -3% | 8% | 1% | -6% | 1% | / | 11% | 0% | 0% | -3
COc1ccc(Cl)cc1N=Cc1c(O)n(C)c(=O)n(C)c1=O | 1% | / | ? | -2% | 0% | 11% | 23% | 5% | ? | 1% | 11
COc1ccccc1-n1c(-c2ccccc2Br)nc2ccccc2c1=O | -4% | / | -15% | 0% | -5% | 0% | ? | -1% | -16% | 0% | 9
COc1ccccc1N1CCN(Cc2c[nH]c3ccccc23)CC1 | -2% | 1% | ? | -6% | / | 1% | / | -2% | -2% | -6% | -32
N#CCCn1cc(C(=O)Nc2ccccc2Br)c(-c2ccc([N+](=O)[O-])cc2)n1 | -1% | 7% | -25% | 1% | ? | 2% | ? | -15% | 0% | -4% | -16
Oc1ccc(/C=N/NP(=S)(c2ccccc2)c2ccccc2)cc1O | 5% | 6% | -3% | -4% | 2% | -31% | ? | -17% | 2% | -2% | -5
CC(NCc1ccccc1C(F)(F)F)C(O)c1ccccc1 (stereo not given) | 0% | 3% | ? | 0% | -7% | 18% | -1% | -10% | -8% | -2% | -9
COC(=O)Nc1ccc(N=C(N)N[N+](=O)[O-])cc1 | -2% | -2% | 7% | -7% | / | 17% | 0% | -2% | -1% | 3% | -7
CCN(CC)c1ccc(/C=N/c2sc3c(c2C#N)C2CCN3CC2)c(O)c1 | ? | -3% | ? | 9% | / | ? | -11% | -4% | 23% | -5% | -25
C/C=C1/C[N+]2(C)CCC34C(=C(C=O)[C@H]1C[C@@H]32)Nc1ccccc14 (stereo not given in full) | -2% | / | 8% | 11% | / | / | / | / | 13% | -1% | -1
O=C(N/N=C/c1ccccc1OC(=O)N1CCOCC1)c1cccs1 | ? | -5% | 4% | 0% | -3% | 2.5µM* | 12% | 13µM* | 7% | 3% | 16
O=c1c2ccccc2[nH]c(=S)n1-c1ccc(Br)cc1 | -16% | 0% | ? | 0% | ? | 0.89µM* | 20% | 1.4µM* | -1% | -5% | -14
Ic1ccccc1CN[C@@H]1C2CCN(CC2)[C@@H]1C(c1ccccc1)c1ccccc1 | 0% | / | -4% | 15% | / | / | / | / | 1% | -3% | -75*
CC1CN(O)C2CCc3c(no[n+]3[O-])C12O (stereo not given) | 2% | -4% | / | / | 2% | -11% | 3% | 4% | -3% | / | 4
O=C(CN1CCOCC1)c1ccc(Br)cc1 | 1% | / | ? | -1% | -3% | 9% | -12% | 2% | -1% | -3% | -1
O=Cc1cn(Cc2cccc([N+](=O)[O-])c2)c2ccccc12 | -3% | -13% | ? | 0% | ? | -33% | ? | ? | 14% | -12% | -3
Oc1ccc2c3c1O[C@H]1[C@@H](O)CC[C@@]4(O)[C@@H](C2)N(CC2CCC2)CC[C@]314 | -1%&3% | / | 13%&7% | 1%&1% | / | / | / | / | 1%&2% | -2%&-4% | -12&10
N=c1sccn1Cc1ccc(Cl)cc1Cl | 1% | -8% | 0% | -1% | / | 3% | -6% | -9% | 7% | 1% | -15
CC(C)OC1CCCC(O)C1CC(=O)O (stereo not given) | 1% | 0% | 14% | -9% | / | 0% | / | -9% | 2% | -7% | -1
O=C(O)c1ccccc1NC(=O)N1C[C@H]2C[C@@H](C1)c1cccc(=O)n1C2 | 4% | 2% | 22% | 1% | 1% | -23% | -13% | 2% | -2% | -7% | 6
CCCN(CCC)C1CCc2cccc(O)c2C1 (stereo not given) | / | / | / | 2%[46.1 µM] | / | / | 0% | / | -11% | 3%[46.1 µM] | 21
CC1(C)C(C(=O)NN2C(=O)c3ccccc3C2=O)C1(C)C | -1% | -1% | 6% | -2% | ? | -5% | 1% | 0% | 3% | -3% | -6
C/C(=N\NC(=O)c1ccncc1)c1c(O)n(Cc2ccccc2)c(=O)[nH]c1=O | -14% | -10% | ? | 1% | -6% | 14% | / | ? | -8% | -1% | -3
C=CCn1c(O)c(C(C)=NCCO)c(=O)[nH]c1=O | 5% | -4% | -16% | 0% | -1% | 0% | 2% | -6% | 0% | -4% | 1
SMILES | FLuc counter | PKM2 activator | ELG1 repair inh | NPC1 promoter act | MBNL1 CUG block | RORg inh | Menin-MLL TR inh | Gal4-VP16 FLuc | Mito fusion act | Rab9 promoter act | KCNH2 3.1 block
Cn1cc(CCC(=O)N2CCC3(CC2)OCCO3)c2ccccc21 | 1% | 6% | 12% | -2% | 4% | -7% | -2% | 1% | 3% | 2% | 9
O=c1[nH]oc2c1CCNC2 | 8% | / | 12% | -3%[46.1 µM] | / | ? | 1% | -1% | 4%&-1% | -3%[46.1 µM] | -19
COC(=O)C1=C(c2cccc(OCc3ccccc3)c2)C[C@@H]2CC[C@H]1N2C(=O)NCCOc1ccccc1 | 0% | / | -27% | -7% | / | / | / | / | 25% | -11% | -4
COc1ccc2[nH]c(C)c(CCNCc3cc(OC)c4c(c3)OCO4)c2c1 | 2% | / | ? | -11% | / | / | / | / | 0% | -10% | 6
COc1ccc(C(=O)C2CCCN(Cc3ccc(C)s3)C2)cc1OC (stereo not given) | -1% | -12% | -14% | 0% | 1% | 8% | -13% | 2% | 0% | -15% | -13
O=C1NC(=O)N(CCC2=CCCCC2)C(=O)/C1=C/c1cccs1 | ? | ? | -9% | -2% | 13% | 30% | / | 6% | -2% | -1% | 7
O=P(O)(O)Cc1c(Cl)cccc1Cl | 8% | 0% | 0% | 0% | -12%[11.5 µM] | -3% | 9% | -16% | -2% | 2% | 1
Cc1cc(Cl)ccc1OCC(=O)O | ? | 0% | 11% | -2% | -4% | 9% | 9% | -5% | -2% | -1% | 3
CSc1ccc(CN2CCN(Cc3ccccc3Cl)CC2)cc1 | 5% | 12% | -12% | -4% | -18% | 0% | -11% | -3% | -5% | -2% | -27
COc1cc(C(=O)N2C[C@H]3C[C@@H](C2)c2cccc(=O)n2C3)cc(OC)c1OC | 1% | -3% | 13% | 2% | 3% | -2% | -8% | -7% | 0% | -2% | -3
CSc1ccc(CN2CCN(C(=O)COc3ccc(C)cc3)CC2)cc1 | 2%&-10% | -8% | ? | 5% | / | 32% | -10% | -1% | 1% | -4% | -26
COc1ccc(-c2cc(C(=O)N3CCC4(CC3)OCCO4)c3ccccc3n2)cc1 | 2.1µM* | / | ? | 26% | 18% | ? | / | -27% | -3% | ? | -3
COc1cccc(C2C([N+](=O)[O-])=C(N)Oc3c2c(=O)oc2ccccc32)c1 (stereo not given) | 4% | 8% | 0% | -1% | 0% | 0% | 1% | 8% | 0% | -3% | 20
COc1ccc(NC2=NCCCS2)cc1OC | -1% | / | 22% | 0% | -6% | 2% | / | -3% | -3% | 0% | 11
C[C@H]1[C@@H](c2ccccc2)O[C@@H](c2ccccc2Br)N1C | -1% | / | 26% | 0% | / | / | / | / | -11% | -3% | -8
COC(=O)C1=C(N)OC(C)=C(C(C)=O)C12C(=O)N(C)c1ccccc12 (stereo not given) | -2% | -2% | 0% | 4% | -3% | -28% | 9% | -1% | 1% | 5% | 6
COc1ccccc1N1CCN(Cc2cccc(Br)c2)CC1 | -1% | 0% | -12% | -5% | ? | -2% | -23% | -11% | 4% | -11% | -1
CCOC(=O)c1oc2ccc(S(=O)(=O)n3nc(-c4ccc(Cl)cc4)cc3N)cc2c1C | 1% | -6% | ? | -10% | -9% | -9% | -18% | -3% | 1% | 0% | -4
Nc1c2c(nc3ccccc13)CCCC2=O | -9% | -6% | ? | 4% | -10% | -36% | / | -23% | -2% | -3% | 5
CC(=O)CC(c1ccccc1[N+](=O)[O-])c1c(O)c2ccccc2oc1=O (stereo not given) | 3% | 3% | 5% | 6% | -3% | 35% | / | 2% | -6% | -2% | 35
